Bioassay records: PubChem BioAssay, several laboratories
Fam108B counter = Fam108B inhibition, counter-screen for RBBP9 inhibitors | inhibition, % at 9.51 µM | 300,000 compounds, 0.33% hits | recombinant Fam108B, FP-Rh probe fluorescence polarization;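 active means inhibition above the screen mean inhibition plus 3 SD, computed separately per campaign, cut at about 18% in these data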;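 further: inhibitors lower polarization as less probe binds the enzyme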
MEX-5 binding = C. elegans MEX-5 TCR-2 RNA binding activity | MEX-5/FITC-TCR2 RNA binding, fluorescence polarization; active compounds read low | activity score (negative = inhibition of binding), % at 10 µM | 300,000 compounds, 0.38% hits;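 active means inhibition past about -25% in most replicates, and total fluorescence under double the plate's negative control median, limit read from the data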;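 further: 0% = DMSO and -100% = 5 µM competing unlabeled TCR2 RNA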
EBNA-1 inh = blocks EBNA-1 binding to DNA. EBNA-1 DNA binding, fluorescence polarization. 300,000 compounds, 0.34% hits. AID 1950. inhibition, % at 14.8 µM; in the data active means inhibition above about 28%
Yeast superoxide = yeast age-related superoxide inhibition as caloric restriction mimetic. 330,000 compounds, 0.18% hits. superoxide response (% of plate mean), % at 10 µM. S. cerevisiae aged cells, superoxide DHE fluorescence; active compounds read low;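 active means superoxide response under a set limit, about three screen SD below normal, cut at about 65% in these data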;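 further: yeast aged for seven days with compound at 30 °C before DHE staining; 100% = average MFI of all compound-treated wells on the plate with controls excluded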
GLD-1 RNA inh = GLD-1-TGE RNA interaction inhibition (C. elegans); Q17339; purified GLD-1 + fluorescein TGE RNA, fluorescence polarization; inhibition, % at 5.96 µM; 320,000 compounds, 0.44% hits; AID 2280;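 active means percent inhibition above a per-plate cutoff, the plate mean of test compounds plus 3 SD, cut at about 30% in these data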;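 further: 0% = DMSO wells with GLD-1 and probe and 100% = wells lacking GLD-1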
Target sequence (Q17339 whole entry, looked up): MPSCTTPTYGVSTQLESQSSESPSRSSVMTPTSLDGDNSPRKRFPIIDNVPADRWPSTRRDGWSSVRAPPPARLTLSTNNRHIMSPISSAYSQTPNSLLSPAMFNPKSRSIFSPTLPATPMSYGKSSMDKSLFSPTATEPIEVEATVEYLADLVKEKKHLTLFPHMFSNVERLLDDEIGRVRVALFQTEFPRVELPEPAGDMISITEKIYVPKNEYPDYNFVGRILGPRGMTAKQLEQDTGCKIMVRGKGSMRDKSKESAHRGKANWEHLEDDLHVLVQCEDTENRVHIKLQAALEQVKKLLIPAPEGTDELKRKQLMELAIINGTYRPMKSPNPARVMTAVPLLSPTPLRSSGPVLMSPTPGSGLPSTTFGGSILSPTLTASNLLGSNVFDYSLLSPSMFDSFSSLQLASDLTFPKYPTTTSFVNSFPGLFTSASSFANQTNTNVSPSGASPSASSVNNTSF
MCL1 BIM primary = disrupts human MCL1 binding to BIM-BH3 peptide | GST-MCL1 / FITC-Bim-BH3 fluorescence polarization | 320,000 compounds, 0.68% hits | inhibition, % at 10.9 µM | Q07820;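 active means inhibition above the mean inhibition of all tested compounds plus 3 SD, set per campaign, cut at about 40% in these data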;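 further: 0% = DMSO wells and 100% = unlabeled Bim-BH3 peptide control; higher means more loss of mP so more displacement of Bim peptide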
Bcl-xL primary = blocks human Bcl-xL binding to Bim BH3 peptide. Q07817. GST-Bcl-xL / FITC-Bim BH3 peptide fluorescence polarization. inhibition, % at 10.9 µM. 320,000 compounds, 0.7% hits;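 active means inhibition above the mean of all tested compounds plus 3 SD, cutoff set per campaign, cut at about 30% in these data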;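 further: 0% = DMSO wells and 100% = unlabeled Bim-BH3 peptide competitor; inhibitors lower millipolarization by displacing the labeled peptide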
Target sequence (Q07817 whole entry, looked up): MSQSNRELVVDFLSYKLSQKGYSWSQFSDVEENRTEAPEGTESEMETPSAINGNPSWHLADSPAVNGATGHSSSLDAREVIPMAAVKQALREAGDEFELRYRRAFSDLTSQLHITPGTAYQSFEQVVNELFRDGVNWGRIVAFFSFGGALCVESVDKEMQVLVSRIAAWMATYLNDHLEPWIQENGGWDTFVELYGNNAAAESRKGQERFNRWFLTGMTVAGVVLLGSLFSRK
Efflux pump mplx = inhibitors of Candida antifungal efflux pumps expressed in yeast; S. cerevisiae Candida pump triplex, Nile Red efflux; inhibition, % at 10 µM; 330,000 compounds, 0.44% hits; AID 485275;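 active means plate passing quality check with inhibition over a set limit, or well fluorescence over plate mean plus 4 SD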;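 further: Nile Red retained in pooled yeast measured as flow cytometry median fluorescence; 0% = buffer negative control and 100% = Enniatin B positive control; higher means more Nile Red kept so more efflux inhibition; some compounds called inactive have numbers as strong as hits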
ZTA DNA inh = blocks Epstein-Barr virus ZTA, an EBNA-1 counter-screen. P03206. ZTA-DNA binding, fluorescence polarization. inhibition, % at 11 µM. 320,000 compounds, 0.15% hits; in the data active means inhibition above about 33%
Target sequence (P03206 whole entry, looked up): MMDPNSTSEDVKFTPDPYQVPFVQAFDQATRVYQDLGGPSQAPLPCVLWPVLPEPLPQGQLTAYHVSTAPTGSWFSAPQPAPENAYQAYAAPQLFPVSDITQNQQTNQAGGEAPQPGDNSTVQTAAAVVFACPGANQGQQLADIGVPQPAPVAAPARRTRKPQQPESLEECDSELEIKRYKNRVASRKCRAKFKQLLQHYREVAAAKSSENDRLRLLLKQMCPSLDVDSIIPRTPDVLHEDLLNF
* = called active by the depositor; . = not tested or not shown.

no. | molecule | Fam108B counter | MEX-5 binding | EBNA-1 inh | Yeast superoxide | GLD-1 RNA inh | MCL1 BIM primary | Bcl-xL primary | Efflux pump mplx | ZTA DNA inh
1 | Cc1ccc(-n2ncc3c2CC(C)(C)CC3NC(=O)CCc2cnn(C)c2)cc1 (configuration not stated) | -2 | -1.0 | 4 | 119 | -3 | -1 | 3 | -3.2 | -7
2 | COc1ccc(NS(=O)(=O)c2cc(N)ccc2N2CCOCC2)cc1 | 4 | -1.0 | 4 | 103 | 6 | 15 | 9 | 0.0 | -8
3 | COc1ccc(S(=O)(=O)N[C@@H](Cc2ccccc2)C(=O)N2CC[C@@]3(O)CCCC[C@H]3C2)cc1 | 1 | 0.5 | -4 | 89 | 4 | -1 | 2 | -0.1 | -1
4 | Cc1nc(=O)c(-c2ccccc2)c(C)n1-c1ccccc1C(=O)O | 2 | 0.3 | -1 | 101 | 5 | 10 | 8 | 0.1 | 3
5 | CCOc1ccc(CN2CCN(Cc3[nH]c4ccccc4c3C)CC2CCO)cc1 (configuration not stated) | -2 | -0.1 | -5 | 96 | 5 | 6 | 8 | 0.2 | 0
6 | CCCCCCC(O)(CCN1CCCCC1)c1ccccc1 (configuration not stated) | 0 | -0.9 | 5 | 123 | -6 | 3 | 12 | -0.1 | -16
7 | COc1ccc(S(=O)(=O)N2CCOC2CNC(=O)C(=O)NCc2ccco2)cc1OC (configuration not stated) | 9 | -0.3 | -7 | 102 | 6 | -1 | 3 | -0.1 | 4
8 | COc1cccc(NC(=O)CN(C)C(=O)CNC(=O)c2sc3ccccc3c2Cl)c1 | . | . | . | 96 | 1 | 2 | 2 | 0.3 | -1
9 | CCOc1ccc(N2CC(C(=O)Nc3nnc(Cc4ccc(OC)c(OC)c4)s3)CC2=O)cc1 (configuration not stated) | -1 | 1.8 | -2 | 98 | -2 | 2 | 0 | 0.0 | -9
10 | CN(CC(=O)NCc1ccccc1Cl)S(=O)(=O)c1ccc2c(c1)n(C)c(=O)c(=O)n2C | 0 | 0.6 | -4 | 93 | 5 | 6 | 7 | 0.0 | 11
11 | Cn1c(Cc2ccccc2)nnc1SCC(=O)Nc1ccccc1 | -3 | 0.6 | -9 | 101 | 4 | 2 | 4 | 0.0 | -11
12 | COc1ccccc1CNC(=O)Cn1cccc1 | -6 | 0.5 | 8 | 100 | 0 | 2 | 1 | -0.2 | -1
13 | Cc1ccc(Cl)c(NC(=O)COC(=O)c2ccccc2C(=O)c2ccc(Cl)c([N+](=O)[O-])c2)c1Cl | -3 | 0.4 | 6 | 81 | 8 | -9 | -3 | -0.1 | -10
14 | O=C(NC(=S)Nc1cccc(Cl)c1N1CCCCC1)c1cccs1 | -18 | -1.9 | -5 | 113 | 14 | 6 | 1 | 0.0 | -13
15 | CCOc1cc(/C=N/NC(=O)CCn2nnc3ccccc32)ccc1O | 0 | 0.4 | -6 | 81 | -2 | 2 | 4 | 0.0 | -3
16 | Cc1ccc(C(=O)NCC(=O)OCC(=O)Nc2ccc3[nH]c(=O)[nH]c3c2)cc1 | -1 | -2.5 | -4 | 85 | 5 | -1 | 4 | 0.0 | 17
17 | Fc1ccc(CSc2ccc3nnc(-c4cccs4)n3n2)cc1 | 1 | -2.8 | -6 | 100 | -2 | 3 | 4 | 0.1 | 4
18 | O=C(c1ccc(Cl)cc1)c1cnc(Nc2ccccc2)s1 | -8 | -0.2 | -4 | 106 | -8 | 12 | 6 | -0.2 | -1
19 | CCOc1ccccc1-c1nc(-c2cc3ccc(C)cc3[nH]c2=O)no1 | -6 | 0.3 | -24 | 112 | 5 | -12 | 1 | 0.6 | 2
20 | Cc1cc(C(=O)NCc2csc(-c3ccccc3)n2)no1 | 0 | 1.9 | -6 | 105 | 4 | 4 | 5 | 0.0 | -12

A second format for some results above:
[13] Cc1ccc(Cl)c(NC(=O)COC(=O)c2ccccc2C(=O)c2ccc(Cl)c([N+](=O)[O-])c2)c1Cl
[14] O=C(NC(=S)Nc1cccc(Cl)c1N1CCCCC1)c1cccs1
[15] CCOc1cc(/C=N/NC(=O)CCn2nnc3ccccc32)ccc1O
[16] Cc1ccc(C(=O)NCC(=O)OCC(=O)Nc2ccc3[nH]c(=O)[nH]c3c2)cc1
[17] Fc1ccc(CSc2ccc3nnc(-c4cccs4)n3n2)cc1
[18] O=C(c1ccc(Cl)cc1)c1cnc(Nc2ccccc2)s1
[19] CCOc1ccccc1-c1nc(-c2cc3ccc(C)cc3[nH]c2=O)no1
[20] Cc1cc(C(=O)NCc2csc(-c3ccccc3)n2)no1

Screen / compound no.	13	14	15	16	17	18	19	20
Fam108B counter	-3	-18	0	-1	1	-8	-6	0
MEX-5 binding	0.4	-1.9	0.4	-2.5	-2.8	-0.2	0.3	1.9
EBNA-1 inh	6	-5	-6	-4	-6	-4	-24	-6
Yeast superoxide	81	113	81	85	100	106	112	105
GLD-1 RNA inh	8	14	-2	5	-2	-8	5	4
MCL1 BIM primary	-9	6	2	-1	3	12	-12	4
Bcl-xL primary	-3	1	4	4	4	6	1	5
Efflux pump mplx	-0.1	0.0	0.0	0.0	0.1	-0.2	0.6	0.0
ZTA DNA inh	-10	-13	-3	17	4	-1	2	-12

(further entries)
no. | molecule | Fam108B counter | MEX-5 binding | EBNA-1 inh | Yeast superoxide | GLD-1 RNA inh | MCL1 BIM primary | Bcl-xL primary | Efflux pump mplx | ZTA DNA inh
21 | NC(=S)Nn1c(CCC(=O)O)ccc1-c1ccccc1 | 1 | 1.4 | -1 | 97 | 3 | 3 | 4 | -0.2 | 2
22 | CC(C)(C)NC(=O)NC(=O)CN1CCN(C(c2ccccc2)c2ccccc2)CC1 | 4 | 0.5 | -1 | 90 | 6 | 8 | 6 | 0.1 | -18
23 | NNC(=S)Nc1ccccc1Cl | -2 | 2.3 | 2 | 83 | 1 | 3 | -3 | -0.1 | -1
24 | Cc1cccc(NC(=S)NNC(=O)c2ccco2)c1 | 0 | -2.8 | -1 | 95 | 6 | 12 | 6 | -1.7 | -22
25 | CC(=O)N(C)C1(c2nnnn2CCOC(=O)Nc2cccc3ccccc23)CCCC1 | -2 | 1.9 | 4 | 100 | 4 | 0 | 3 | 0.0 | 10
26 | CC1(C)C2([N+](=O)[O-])CN(CCO)CC1([N+](=O)[O-])CN(CCO)C2 | 0 | -6.4 | 9 | 127 | 13 | -3 | -5 | 0.3 | -2
27 | CCOC(=O)c1cc(C)sc1NC(=O)CSc1nnnn1C | -6 | -2.6 | -9 | 122 | 6 | -2 | 3 | 0.1 | -4
28 | CCc1ccc(Nc2n[n+](-c3ccccc3)c(-c3c(Cl)cccc3Cl)s2)cc1 | 5 | -3.6 | -10 | 94 | 0 | -2 | 2 | 0.0 | -23
29 | Cc1ccc(Sc2ccc(NC(=O)CCl)cc2)c(C)c1 | -9 | 1.5 | 4 | 93 | 10 | 4 | 3 | 0.0 | -3
30 | O=C(Nc1nc(-c2cc(Cl)sc2Cl)cs1)c1ccccc1 | -31 | -2.5 | 1 | 104 | 0 | -2 | 0 | 0.1 | 10
31 | O=C(NC1CC1)C1=C[C@@H](c2ccc3c(c2)OCO3)C[C@@H](OCc2ccc(CO)cc2)O1 | 0 | 1.3 | -2 | 96 | -3 | 3 | 1 | -0.1 | -8
32 | COc1ccccc1-c1nnc(-c2ccc(N3CCOCC3)cc2)o1 | -1 | 0.9 | -1 | 92 | 2 | 10 | 3 | 0.0 | 13
33 | COc1cccc(C(=O)NCC(c2cccs2)N2CCc3ccccc32)c1 (configuration not stated) | -3 | -0.4 | -10 | 97 | 4 | 3 | -2 | 0.0 | -1
34 | COc1cc2c(cc1OC)C(C)N(S(=O)(=O)c1cnc(Cl)c(Cl)c1)CC2 (configuration not stated) | 2 | 3.7 | 0 | 87 | 4 | 1 | 12 | 0.1 | -14
35 | N#Cc1ccsc1NC(=O)CN1CCCCCC1 | 0 | 1.4 | -2 | 112 | 14 | 2 | 3 | 0.1 | -8
36 | CCOc1ccc(NC(=O)c2cccc3ccccc23)cc1 | -1 | -0.2 | -4 | 104 | 0 | 7 | 7 | 0.0 | -3
37 | Cc1nc2ccc(Br)cn2c1NC(C)(C)C | 0 | 0.0 | 2 | 75 | 4 | 0 | -4 | 0.1 | 0
38 | Cc1c(C(=O)NCCN(C)C)oc2ccc(S(=O)(=O)N3CCCC3)cc12 | 3 | 1.3 | -12 | 86 | -3 | 9 | 5 | 0.4 | -21
39 | COc1ccc(S(=O)(=O)n2nc(OC(=O)c3ccc(C)cc3)cc2N)cc1 | 3 | 2.7 | 11 | 82 | 1 | 7 | 4 | -0.1 | 0
40 | Cc1ccc(CCC(=O)Nc2nccs2)o1 | -1 | -1.9 | -1 | 91 | 0 | 5 | 3 | 0.0 | -5

Remaining list, next part.
no. | molecule | Fam108B counter | MEX-5 binding | EBNA-1 inh | Yeast superoxide | GLD-1 RNA inh | MCL1 BIM primary | Bcl-xL primary | Efflux pump mplx | ZTA DNA inh
41 | CCOC(=O)CSc1nc2cc(C(=O)N3CCC(C(N)=O)CC3)ccc2c(=O)n1-c1ccccc1 | 2 | -0.3 | 3 | 76 | 1 | 1 | 5 | 0.2 | -3
42 | Cc1cc(NC(=O)COC(=O)c2ccc(NS(=O)(=O)c3ccc(C)c(C)c3)cc2)no1 | -2 | 0.5 | 25 | 118 | 8 | -7 | 4 | 0.1 | -2
43 | COC(=O)c1sccc1NC(=O)/C=C/c1ccc(Cl)cc1 | -4 | 0.3 | 8 | 106 | -6 | 9 | 1 | 0.2 | 1
44 | O=C(O)c1nccnc1C(=O)Nc1ccc(S(=O)(=O)N2CCOCC2)cc1 | 2 | 0.6 | 17 | 103 | 3 | 8 | 8 | 0.0 | -12
45 | COc1ccc(C(=O)NCCc2nnc(SCc3nc4ccccc4c(=O)[nH]3)n2C)cc1 | 0 | -3.2 | 5 | 90 | 6 | 2 | 3 | 0.1 | -6
46 | CC1(C)NC(=O)N(CC(O)COc2ccccc2C(=O)Nc2ccccc2)C1=O (configuration not stated) | 1 | 1.7 | 3 | 108 | 6 | 11 | 4 | 0.0 | 10
47 | COc1ccc(NC(=O)CN2CCC(C)CC2)cc1 | -5 | 0.2 | -10 | 102 | 6 | 9 | 3 | -0.1 | 13
48 | O=C1c2ccccc2C(=O)N1CCCCN(C(=O)c1cccc([N+](=O)[O-])c1)c1ccc(Cl)cc1 | -4 | 2.8 | 1 | 98 | 0 | 0 | 5 | 0.0 | -9
49 | CCN1CCN(c2cc(N3CCc4ccccc4C3)c(F)cc2[N+](=O)[O-])CC1 | 2 | 0.6 | -8 | 103 | 6 | -2 | 4 | -0.2 | 2
50 | Cc1cc(C(=O)CSc2nnc(N)s2)c(C)n1CCc1ccc(Cl)cc1 | -3 | -1.4 | 7 | 99 | 11 | -4 | 2 | 0.1 | -12
51 | Nc1ccccc1SCC(=O)N1CCc2ccccc21 | 1 | 2.9 | -2 | 98 | 12 | 6 | 5 | 0.1 | -3
52 | O=C(CSc1nc2ccccc2c(=O)n1NC(=O)Cc1ccccc1)NCc1ccccc1 | 4 | 2.6 | -3 | 111 | 1 | -3 | 1 | 0.0 | 8
53 | O=C(Nc1ccc(F)cc1)c1cccnn1 | -3 | 0.5 | 1 | 93 | 2 | 9 | 3 | 0.0 | 3
54 | CCOC(=O)[C@H]1CCC[C@@H](NS(=O)(=O)c2ccc(NC(C)=O)cc2)C1 | 1 | -1.0 | -1 | 108 | -8 | -10 | 2 | 0.0 | -12
55 | Cc1cccc(CS(=O)(=O)Cc2ccc(C(=O)NCCN3CCCCC3C)o2)c1 (configuration not stated) | 9 | -2.9 | 2 | 90 | -9 | 16 | 10 | 0.2 | -18
